Compound activity as filed in PubChem.
PPC-1+TRAIL kill: compounds killing PPC-1 cancer cells with TRAIL present, primary screen, TRAIL potentiator project, ATPLite luminescence, uHTS; 220,000 tested, 0.41% active; PPC-1 cells + TRAIL, ATPLite viability luminescence; cell killing (% activity), % at 4 µM; AID 1443, 2008;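 active = cell killing above 50% in the first pass at 4 µM, then a duplicate retest at 5 µM averaging 50% or more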;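 note: plate controls were cells with TRAIL plus DMSO for no effect and medium-only wells lacking cells for full effect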
zfTRPN1 agonist: zebrafish TRPN1 channel agonists, primary screen, cell-based, HEK293, calcium fluorescence; transient receptor potential cation channel N1 (TRPN1/NompC), Danio rerio; AID 1424, 2008; 220,000 tested, 0.18% active; HEK293 zebrafish TRPN1-YFP, Fluo-8 calcium fluorescence; 100% = response to 87 µM carbachol; activation, % at 3 µM;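 active = activation above its plate's cutoff, the mean activation of test wells on that plate plus 3 SD, cut at about 19% in these data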;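 note: 0% = DMSO alone and 100% = 87 µM carbachol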
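Material – zebrafish TRPN1-YFP in HEK293 cells · Doses – 3 µM single point · Schedule – dye 1 h 37 °C plus 30 min RT · Signal – Fluo-8 calcium fluorescence, excitation 470-495 nm, emission 515-575 nm · Read-out – % activation versus carbachol response · Control set – carbachol high, DMSO low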
BaF3 parental: parental Ba/F3 cell viability inhibition, counter-screen for JAK2V617F inhibitor project, murine pro-B, CellTiter-Glo luminescence. CellTiter-Glo ATP luminescence. inhibition, % at 5.6 µM. 220,000 tested, 1.1% active;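 active = inhibition above a per-campaign cutoff, the mean inhibition of all tested compounds plus 3 SD, cut at about 27% in these data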;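 note: 0% = DMSO wells and 100% = JAK Inhibitor I control wells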
Wee1 stabilizer: Wee1 degradation inhibitors, primary screen, cell-based, HeLa, Wee1K328M-luciferase, luminescence | Wee1-like protein kinase (Homo sapiens), P30291 | 220,000 tested, 1.2% active | reporter increase, % at 5 µM | HeLa Luc-Wee1K328M stability; 100% = proteasome inhibitor MG132 effect;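 active = activation above the mean of all tested compounds plus 3 SD, set per screening run, cut at about 8.8% in these data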;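 note: cells exposed to compound for 20 h before luminescence read; 0% = DMSO alone and 100% = MG132 at 30 µM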
RBBP9 inhibitor: human RBBP9 inhibitors, primary screen, biochemical, fluorescence polarization, FP-Rh probe, HTS | 220,000 tested, 0.2% active | AID 1515, 2009 | inhibition, % at 7.94 µM | Serine hydrolase RBBP9 (Homo sapiens), O75884 | recombinant RBBP9;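 active = inhibition above the campaign mean of all tested compounds plus 3 SD, cut at about 14% in these data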;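 note: plate controls were DMSO wells with RBBP9 for no effect and wells lacking RBBP9 protein for full effect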
Target sequence (O75884 whole entry, looked up): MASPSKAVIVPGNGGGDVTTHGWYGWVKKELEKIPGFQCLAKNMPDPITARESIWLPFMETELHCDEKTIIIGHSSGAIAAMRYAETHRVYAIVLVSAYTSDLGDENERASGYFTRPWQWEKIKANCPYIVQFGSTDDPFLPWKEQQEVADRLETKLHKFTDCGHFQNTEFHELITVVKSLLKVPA
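Assay system: recombinant human RBBP9; Reagent: Serine-hydrolase probe FP-Rh, 375 nM pre-mixing; Doses: 7.94 µM single dose, 0.794% DMSO; Incubation: 30 min then 45 min, 25 °C; Detection: fluorescence polarization (mP), excitation 525 nm, emission 598 nm; Evaluation: percent inhibition from mP, scaled between DMSO and no-protein wells.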
TRPML3 ag: human TRPML3 channel agonists, primary screen, cell-based, HEK293 TRPML3-YFP, Fluo-8 calcium fluorescence, 3 µM; Mucolipin-3 (Homo sapiens), Q8TDD5; 100% = the carbachol control signal; activation, % at 3 µM; 220,000 tested, 0.29% active; AID 1448, 2008;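 active = activation above its plate's cutoff, the mean activation of the plate's test wells plus 3 SD, cut at about 12% in these data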;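 note: 0% = DMSO only wells and 100% = carbachol wells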
Target sequence (Q8TDD5 whole entry, looked up): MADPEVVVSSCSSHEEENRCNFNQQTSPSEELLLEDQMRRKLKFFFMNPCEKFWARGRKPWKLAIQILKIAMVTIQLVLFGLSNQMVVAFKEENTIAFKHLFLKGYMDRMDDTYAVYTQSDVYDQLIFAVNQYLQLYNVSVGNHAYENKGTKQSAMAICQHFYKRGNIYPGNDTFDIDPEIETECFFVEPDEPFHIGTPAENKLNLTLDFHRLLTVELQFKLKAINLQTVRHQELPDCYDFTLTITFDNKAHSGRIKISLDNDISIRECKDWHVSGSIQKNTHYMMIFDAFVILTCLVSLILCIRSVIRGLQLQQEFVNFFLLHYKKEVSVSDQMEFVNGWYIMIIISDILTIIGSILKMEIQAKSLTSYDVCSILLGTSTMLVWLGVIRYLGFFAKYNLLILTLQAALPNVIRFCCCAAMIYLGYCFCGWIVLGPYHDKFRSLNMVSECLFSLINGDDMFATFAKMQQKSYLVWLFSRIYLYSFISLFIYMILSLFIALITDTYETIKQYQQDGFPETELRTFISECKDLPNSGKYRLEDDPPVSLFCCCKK
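Test system: HEK293 cells stably carrying human TRPML3-YFP; Doses: single dose, 3 µM final nominal compound, 0.3% DMSO final; Schedule: dye loading 1 h 37 °C then 30 min ambient, 125 s read; Technique: Fluo-8 calcium fluorescence; Benchmarks: high control carbachol 87 µM, low control DMSO.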
CHOP inhibitor: inhibitors of CHOP promoter induction, primary screen, cell-based, unfolded protein response, luciferase reporter; CHO-K1 CHOP-promoter luciferase, tunicamycin-induced, 15-18 h; inhibition, % at 10 µM; 220,000 tested, 3.8% active;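 active = compounds that reduced the stress-induced luciferase reporter signal by more than about 70% of percent inhibition, limit read from the data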;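 note: 0% = tunicamycin plus vehicle and 100% = wells without tunicamycin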
TNF necrop inh: inhibitors of TNF-alpha triggered necroptosis, primary screen, cell-based, Jurkat FADD-/-, single concentration; Jurkat FADD-/- TNF necroptosis rescue, ATP luminescence, 24 h; 0 = TNF only, 100 = no-TNF cells; activation (protection from cell death), % at 10 µM; 220,000 tested, 0.068% active;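 active = activation, meaning protection from cell death, of at least 50% relative to plate controls; inactive = activation below 50%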;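 note: necroptosis triggered by 40 ng/mL TNF-alpha added together with compound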
Ba/F3 V617F tox: reduced viability of JAK2V617F-dependent Ba/F3 cells, primary screen, JAK2V617F inhibitor project, cell-based, Ba/F3 EpoR-JAK2V617F, luminescence; ATP luminescence; inhibition, % at 5.6 µM; 220,000 tested, 1.1% active; AID 1446, 2008;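 active = inhibition above the campaign mean plus 3 SD over all tested compounds, cut at about 24% in these data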;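 note: cytokine-independent growth of Ba/F3 cells driven by EpoR plus mutant JAK2; 0% = DMSO-treated cells and 100% = JAK inhibitor I control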
Active calls of the source: *; . = no result given.

smiles,PPC-1+TRAIL kill,zfTRPN1 agonist,BaF3 parental,Wee1 stabilizer,RBBP9 inhibitor,TRPML3 ag,CHOP inhibitor,TNF necrop inh,Ba/F3 V617F tox
CC1CCCN(S(=O)(=O)c2ccc(Br)s2)C1 (centres undefined),-2.4,-0.9,3.1,-0.5,-1.7,1.2,22.8,0.5,0.7
CCOc1ccc(/C(O)=C2\C(=O)C(=O)N(CCOCCO)C2c2ccccc2OC)cc1 (centres undefined),1.0,-0.8,-0.9,-1.0,1.8,0.1,10.5,-3.5,-4.9
Cc1cc(C)n(-c2ncnc3sc(C)c(C)c23)n1,17.1,2.3,2.1,0.4,-8.2,0.3,10.5,0.6,2.1
COc1ccc(C(c2c(O)ccc3ccccc23)N2CCOCC2)c(OC)c1 (centres undefined),34.6,0.9,0.1,-2.1,-36.2,0.4,-44.9,-3.0,-1.1
N/C(=N/O)c1cccn1Cc1ccccc1[N+](=O)[O-],11.3,1.2,5.8,7.5,-8.8,0.6,12.7,-0.7,0.2
c1csc(Cc2nn3c(-c4n[nH]c5c4CCC5)nnc3s2)c1,0.1,0.0,4.9,-3.7,0.0,0.0,12.1,-2.0,2.4
CCCC1S/C(=N/N=C/c2cccs2)NC1=O (centres undefined),15.0,0.4,2.6,-2.5,-7.5,-0.9,38.9,-2.8,-0.7
CC(C)CN1C(=O)c2ccc(NC(=O)c3cccs3)cc2C1=O,21.6,2.4,3.4,5.7,-14.8,0.6,51.8,-0.2,-1.6
C/C(=C\c1ccccc1)C(=O)NCCc1ccccc1,8.6,-1.4,6.8,1.6,-4.3,-0.7,-27.1,0.2,0.7
Cc1cccc(CSc2nc3ccncc3n2CC(=O)Nc2cc(C)cc(C)c2)c1,8.9,-0.6,3.9,-1.0,-3.5,0.1,31.9,1.6,-1.1
O=C(CC1S/C(=N/N=C/c2ccco2)NC1=O)Nc1cccc(Cl)c1Cl (centres undefined),13.7,-1.1,1.8,0.5,-5.2,0.6,93.8*,0.9,-2.1
CCn1c(COc2ccccc2C)nnc1SCc1nc2ccccc2c(=O)[nH]1,22.3,-0.4,6.8,-1.6,-3.7,1.0,21.0,-0.9,1.3
COc1ccccc1C(=O)OCC(=O)Nc1ccc(Cl)cn1,3.8,-1.7,4.7,-0.1,-2.5,0.9,12.4,0.3,3.3
C/C(=N\NC(=O)c1ccc2c(c1)OCO2)c1ccco1,36.6,1.9,4.9,-1.5,-6.4,1.2,8.2,-3.0,0.9
Cc1ccc(C(=O)NCc2ccc(Cl)c(Cl)c2)o1,19.3,-0.5,-0.1,-0.7,-0.9,-0.1,35.1,-2.2,3.0
Cn1cc(C=O)c2ccccc21,22.2,2.1,4.4,-3.8,-0.7,0.6,-17.1,-0.4,3.7
CCNC(=O)c1sc2cc(C)ccc2c1Cl,11.4,-2.6,3.2,4.1,9.0,-0.2,-10.0,-1.2,0.3
CN(Cc1ccccc1)C1=CC(=[N+]2CCCC2)CC(C)(C)C1,12.6,1.9,73.1*,-3.3,7.1,-0.7,20.7,-10.0,94.0*
CCOc1ccccc1N1CCN(C(=O)c2c(-c3ccccc3Cl)noc2C)CC1,25.1,0.0,5.2,1.6,-5.3,0.9,25.2,1.4,-1.4
OCCSc1ncnc2c1oc1ccccc12,21.9,0.9,2.3,0.6,8.6,0.7,4.3,-3.8,-1.0
O=C(Nc1ccc(N2CCN(C(=O)c3cccs3)CC2)cc1)c1cccnc1Cl,6.1,-0.1,-2.5,-0.7,0.4,0.5,-4.6,3.1,-3.4
COc1ccc(S(=O)(=O)N2CCC(C(=O)Nc3ccc4c(c3)OCCO4)CC2)cc1OC,-19.1,3.2,6.0,-1.8,1.6,1.1,16.2,-1.8,0.3
CCOc1cc(/C=N/NC(=O)CN2CCOCC2)ccc1OCc1ccc(Cl)cc1,23.7,1.5,2.3,-0.8,2.2,0.9,21.4,-3.7,0.2
CCn1cc(C2=NC(C)CO2)c2ccccc21 (centres undefined),5.7,-1.6,3.2,-1.1,-3.9,0.6,1.6,1.5,-1.1
Cc1ccc(CNC(=O)CCNC(=O)Cn2ccc3ccccc3c2=O)cc1,-2.9,0.5,8.7,4.4,-3.7,-0.1,-17.8,-3.4,0.1
CCOc1ccc(NC(=O)NCCCn2c(C)nc3cc(C)c(C)cc32)cc1,1.9,-0.9,8.1,-1.6,0.1,-0.4,9.9,-10.6,3.2
COc1ccccc1C(=O)Nc1nc(-c2ccc3c(c2)OCCO3)cs1,5.5,3.2,5.6,-1.4,-11.4,0.5,12.9,-0.5,-1.8
COCCn1c(SCC(=O)OC(C)C)nnc1-c1ccccc1,-0.7,0.0,5.2,-0.2,-7.2,0.1,-0.6,-2.0,-3.6
COC(=O)C1=C(C)N=c2s/c(=C/c3cccs3)c(=O)n2C1c1ccc(F)cc1 (centres undefined),-8.1,0.0,2.5,-1.7,-9.9,0.9,24.1,-1.7,0.9
Nc1cccc(-n2nncc2-c2ccccc2)c1,6.8,2.3,2.8,-0.1,-6.9,0.7,33.2,-0.3,-4.3

Gathered by group: the entries above with an NH in an aromatic ring (two)
smiles,PPC-1+TRAIL kill,zfTRPN1 agonist,BaF3 parental,Wee1 stabilizer,RBBP9 inhibitor,TRPML3 ag,CHOP inhibitor,TNF necrop inh,Ba/F3 V617F tox
c1csc(Cc2nn3c(-c4n[nH]c5c4CCC5)nnc3s2)c1,0.1,0.0,4.9,-3.7,0.0,0.0,12.1,-2.0,2.4
CCn1c(COc2ccccc2C)nnc1SCc1nc2ccccc2c(=O)[nH]1,22.3,-0.4,6.8,-1.6,-3.7,1.0,21.0,-0.9,1.3

Later entries:
smiles,PPC-1+TRAIL kill,zfTRPN1 agonist,BaF3 parental,Wee1 stabilizer,RBBP9 inhibitor,TRPML3 ag,CHOP inhibitor,TNF necrop inh,Ba/F3 V617F tox
Cc1ccc([N+](=O)[O-])cc1N(CC(=O)N1CCCCC1)S(C)(=O)=O,16.8,1.9,4.4,1.7,-7.9,0.3,3.7,0.2,4.7
CCOC(=O)N1CCN(C(=O)c2ccccc2N(Cc2ccccc2)S(=O)(=O)c2ccc(OC)cc2)CC1,13.0,-2.2,3.1,2.5,5.0,-0.3,-28.8,-6.7,0.2
Cc1ccc(C(=O)Nc2cccc(C(=O)NCc3ccco3)c2)cc1,-0.9,-0.2,3.1,-0.4,4.4,-0.3,20.8,0.1,0.4
CCCCCOc1ccc(N2C(=O)C(C)CNC2=S)cc1 (centres undefined),29.3,0.6,-6.4,-1.9,5.1,-0.2,-5.8,-1.0,2.9
CCNC(=O)CSc1nnc(C2CC2)n1-c1ccccc1,18.7,-0.7,0.0,-0.4,-1.1,1.0,-9.4,-0.9,-6.2
COc1ccc(CCNC(=O)Nc2ccc([N+](=O)[O-])cc2)cc1OC,9.8,4.7,10.6,0.9,-1.1,2.5,6.1,0.8,3.4
Cc1ccc(-n2cc(CNCCN3CCOC3=O)c(-c3cccc(C)c3)n2)cc1,.,2.4,7.9,-0.1,1.6,1.3,11.1,3.5,3.7
COc1ccc(C2c3c(ncn(CCCN4CCOCC4)c3=N)Oc3ccc4ccccc4c32)cc1OC (centres undefined),-4.3,1.8,3.8,-1.5,-12.5,1.0,-19.9,-22.0,-2.8
CC1SC(=NC(=O)C(C)N2C(=O)c3ccccc3C2=O)NC1=O (centres undefined),46.3,-0.9,2.1,-0.6,-5.8,0.9,6.1,-0.2,0.5
COC(=O)c1c(N2C(=O)Nc3ccccc3N2O)sc(C)c1C,14.9,-1.0,5.8,1.1,-3.7,0.4,7.4,-0.3,-0.4
Cn1ccnc1SCC(=O)N1CCN(S(=O)(=O)c2ccccc2)CC1,-5.0,0.6,9.8,2.0,-4.3,0.0,-0.8,-0.7,3.0
Cc1cc(C)c([N+](=O)[O-])cc1-c1ccc(/C=N/c2c(-c3ccco3)nc3ccccn23)o1,-21.6,0.4,1.8,2.3,1.0,0.5,-19.2,-12.7,-4.3
Cc1cc(=O)n2c3c(sc2n1)C(=O)N(Cc1ccccc1)C3=O,3.1,-0.8,3.5,-0.6,-5.1,0.0,105.1*,-0.3,5.9
CCC(=O)Nc1cccc(NC(=S)NC(=O)c2ccccc2)c1,10.1,1.8,1.2,1.9,-0.5,1.2,13.8,0.2,-3.1
O=C(NCCCn1ccnc1)c1cc(S(=O)(=O)N2CCOCC2)c(Cl)cc1Cl,17.7,0.4,0.3,-2.6,-6.2,0.6,43.1,1.0,1.2
Cc1nc(-c2ccc(S(=O)(=O)Nc3ccc(Br)cc3Cl)s2)cs1,23.2,2.2,3.1,0.6,0.2,0.3,0.1,0.7,-0.3
O=C(CCS(=O)(=O)c1ccccc1)Nc1nc2c(s1)COc1ccccc1-2,1.4,0.2,2.2,-1.5,-10.4,0.0,12.1,-3.1,-4.1
Cc1nc(N2CCN(S(=O)(=O)c3cccc4nonc34)CC2)c2c3c(sc2n1)CCCC3,8.4,1.0,2.7,3.6,-5.9,0.6,69.1,3.4,1.7
O=C(O)COc1ccc(-c2nnn(Cc3ccccc3F)n2)cc1,4.0,0.4,-6.2,-3.9,-1.3,0.9,13.1,-0.2,3.4
Cc1ccc(-c2[nH]nc3c2C(C)C(C#N)=C(N)O3)cc1 (centres undefined),6.3,-0.2,6.2,0.3,-5.1,0.3,29.5,-0.9,0.1
O=C1C(=O)N(c2ccc(O)cc2)C(c2ccccc2[N+](=O)[O-])/C1=C(\O)c1ccccc1 (centres undefined),4.7,-0.3,-2.2,-2.1,2.1,0.7,-48.4,1.6,-3.2
COC(=O)C1=C(C(=O)OC)C2C(C)=CC(C)=CN2C(C(=O)OC)=C1C(=O)OC (centres undefined),3.9,-0.2,4.4,7.0,-8.5,1.2,46.7,1.1,-0.5
COc1cccc(CNC(=O)CC2C(=O)NCCN2Cc2ccoc2)c1OC (centres undefined),-7.8,0.9,3.7,-3.3,3.7,-0.4,4.8,-0.1,-3.8
CCC/C(C)=C/c1ccc(CC)cn1,20.7,1.8,0.8,-1.9,3.0,0.8,-17.0,2.6,-4.0
